# Screening data (PubChem)
# AMPAR-TARP mod: GluA2-stargazin AMPA receptor complex modulation; O88602+P19491; HEK293 GluA2+stargazin, membrane potential dye (FDSS), glutamate EC50; hits were called plate by plate, in both directions; calls only at 30 µM; 40,000 tested, 3.5% active; AID 1259245;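 active means any of four per-well response measures lying three or more SD from its plate-wide compound average, in either direction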
# AMPAR-TARP mod agonism max-min: also measured in AMPAR-TARP mod; calls as there; compound max-min signal; compound-alone response (agonism);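 unitless range of fluorescence divided by baseline over first 100 seconds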
# AMPAR-TARP mod glutamate slope: second read-out of AMPAR-TARP mod, no call of its own (marks repeat the call); glutamate slope, % of max; measured here: glutamate response slope, % max;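 scaled per plate between vehicle wells and maximal 1 mM glutamate control wells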
# Numbers without * were called inactive; i = inactive; + = active, no number; & = joins results of further samples. Only part of the results is shown; rates above refer to the full screens.
# The opening seven records, to show the layout:
SMILES,AMPAR-TARP mod,AMPAR-TARP mod agonism max-min,AMPAR-TARP mod glutamate slope
CC1CN(CC(=O)Nc2sc3c(c2C#N)CCCC3)CC(C)O1 (configuration not stated),i,0.047,62
NS(=O)(=O)c1ccc(CNC(=O)CCc2csc(NS(=O)(=O)c3ccccc3)n2)cc1,i,0.056,63
O=C(CN1C(=O)c2ccccc2C1=O)Nc1ccc(N2CCCCS2(=O)=O)cc1,i,0.1,84
CCOc1ccc2nc(N(Cc3ccncc3)C(=O)c3ccc([N+](=O)[O-])s3)sc2c1,i,0.14,60
COc1ccc(-c2csc(CN3CCN(C(=O)c4ccc(Br)o4)CC3)n2)cc1,i,0.11,56
Cc1cccc(NC(=O)CN2C(=O)c3ccccc3S2(=O)=O)c1C,i,0.097,49
C=CCOc1ccccc1-n1c(C)cn2c3c(=O)n(C)c(=O)n(C)c3nc12,i,0.034,45

# All compounds of this part, from the first entry:
SMILES,AMPAR-TARP mod,AMPAR-TARP mod agonism max-min,AMPAR-TARP mod glutamate slope
CC1CN(CC(=O)Nc2sc3c(c2C#N)CCCC3)CC(C)O1 (configuration not stated),i,0.047,62
NS(=O)(=O)c1ccc(CNC(=O)CCc2csc(NS(=O)(=O)c3ccccc3)n2)cc1,i,0.056,63
O=C(CN1C(=O)c2ccccc2C1=O)Nc1ccc(N2CCCCS2(=O)=O)cc1,i,0.1,84
CCOc1ccc2nc(N(Cc3ccncc3)C(=O)c3ccc([N+](=O)[O-])s3)sc2c1,i,0.14,60
COc1ccc(-c2csc(CN3CCN(C(=O)c4ccc(Br)o4)CC3)n2)cc1,i,0.11,56
Cc1cccc(NC(=O)CN2C(=O)c3ccccc3S2(=O)=O)c1C,i,0.097,49
C=CCOc1ccccc1-n1c(C)cn2c3c(=O)n(C)c(=O)n(C)c3nc12,i,0.034,45
CN(C)c1ccc(CCCNC(=O)C(=O)NC(C)(C)C)cc1,i,0.051,43
O=C1CC(C(=O)N2CCN(c3ccc(F)cc3)CC2)c2ccccc21 (configuration not stated),i,0.078,55
O=C(NCCc1ccsc1)Nc1ccccc1C(F)(F)F,i,0.023,36
O=C(NCC1CCN(C(=O)/C=C/c2ccco2)CC1)NC(c1ccccc1)c1ccccc1,i,0.054,41
COC1CCN(C(=O)c2ccc3nsnc3c2)CC1,i,0.11,44
COC(=O)C1=C(C)NC(=O)NC1c1ccc(C(C)C)cc1 (configuration not stated),i,0.15,74
COc1cc(C2c3cccn3CCN2S(=O)(=O)c2ccc(F)cc2F)cc(OC)c1OC (configuration not stated),i,0.045,51
CC(C)(C)NC(=O)N1CCC(CNC(=O)c2cc(Cl)ccc2Cl)CC1,i,0.066,44
COc1ccccc1NC(=O)c1ccc(S(=O)(=O)N(C)Cc2ccccc2)cc1,i,0.099,64
COC(=O)c1ccccc1NC(=O)c1cc(N2C(=O)CCS2(=O)=O)ccc1Cl,i,0.14,82
O=C(Nc1ccc(N2CCCCS2(=O)=O)cc1)c1ccc(Cl)cc1Cl,i,0.1,74
CCn1c(SCc2ccc(C(=O)OC)cc2)nnc1-c1cn(C)nc1OC,i,0.039,40
Cn1c(=O)c2c(nc(NCCc3ccccc3)n2CC(=O)O)n(C)c1=O,i,0.059,44

# Whole records, looked up by structure. Order of screens: AMPAR-TARP mod	AMPAR-TARP mod agonism max-min	AMPAR-TARP mod glutamate slope
# COc1cc(C2c3cccn3CCN2S(=O)(=O)c2ccc(F)cc2F)cc(OC)c1OC (configuration not stated) is listed with i	0.045	51
# CCn1c(SCc2ccc(C(=O)OC)cc2)nnc1-c1cn(C)nc1OC is listed with i	0.039	40
# COC(=O)c1ccccc1NC(=O)c1cc(N2C(=O)CCS2(=O)=O)ccc1Cl is listed with i	0.14	82

# Next part:
SMILES,AMPAR-TARP mod,AMPAR-TARP mod agonism max-min,AMPAR-TARP mod glutamate slope
CCNC(=O)N1CCN(Cc2nc(-c3ccc(Cl)cc3)cs2)CC1,i,0.16,59
CCS(=O)(=O)c1ccc(CC(=O)Nc2ccc(F)cc2F)cc1,i,0.063,50
O=C(NCC(O)(c1ccccc1)C1CC1)c1cc(-c2ccco2)on1 (configuration not stated),i,0.1,42
O=C(c1ccccc1)c1ccc(OCC(O)CN2CCN(Cc3ccccc3)CC2)cc1 (configuration not stated),i,0.078,57
Cc1ccc(S(=O)(=O)N2CCC(C(N)=O)CC2)cc1,i,0.067,59
Cc1cc(C)c2sc(N(Cc3ccco3)C(=O)c3ccccc3S(C)(=O)=O)nc2c1,i,0.086,57
Cc1cccc2[nH]c(SCC(=O)N(c3ccccc3)C(C)C)nc12,i,0.15,53
O=C(NCc1ccccc1)C(=O)Nc1ccc(N2CCCCS2(=O)=O)cc1,i,0.11,67
CC(=O)N1CCN(c2c(C)cnc3c2c(=O)n(CC(=O)N(C(C)C)C(C)C)c(=O)n3C)CC1,i,0.082,73
Cc1cc(C(=O)N(CC2CCCO2)c2nc3c(Cl)cccc3s2)c(C)o1 (configuration not stated),i,0.046,60
COC(=O)N1CCC(CNS(=O)(=O)c2cc(C)ccc2C)CC1,i,0.097,65
COCCCNC(=O)CC1SC(N)=NC1=O (configuration not stated),i,0.067,57
COc1ccccc1CCNS(=O)(=O)c1cc2c3c(c1)CCN3C(=O)CC2,i,0.084,49
CC(C)S(=O)(=O)c1cccc(C(=O)Nc2ccc3c(c2)C(=O)NC3=O)c1,i,0.04,47
COc1cccc(CNC(=O)C(=O)NCC2OCCCN2S(=O)(=O)c2ccccc2)c1 (configuration not stated),i,0.085,55
O=C(Nc1nc(-c2ccccc2)cs1)C1CCN(S(=O)(=O)c2ccc(Cl)cc2)CC1,i,0.064,52
Cc1ccc(NC(=O)NCC(C)N2CCCC2)cc1 (configuration not stated),i,0.046,65
Cn1c(-c2cccs2)nn(CCNS(=O)(=O)c2ccccc2Cl)c1=O,i,0.13,75
COc1cccc(-n2c(C)c(C)n3c4c(=O)n(CC(N)=O)c(=O)n(C)c4nc23)c1,i,0.071,47
Cc1ccc(NC(=O)C(=O)NCCC2=CCCCC2)c(C)c1,i,0.041,50
CC(=O)Nc1ccc(OCC(O)CN2CCN(c3ccc(F)cc3)CC2)cc1 (configuration not stated),i,0.057,55
CCC(C)NC(=O)/C=C/c1cc(OC)ccc1OC (configuration not stated),i,0.083&0.044,49&112
COc1ccc(C(=O)N(CCc2ccccc2)Cc2ccccn2)c(OC)c1OC,i,0.097,50
O=S(=O)(c1ccc(Cl)cc1)c1nc(-c2ccco2)oc1NCc1cccnc1,i,0.11,50
Cc1nc(N2CCC(C(N)=O)CC2)nc(N2CCCC2)c1[N+](=O)[O-],i,0.073,67
CCOC(=O)CCn1c(=O)c2c(nc3n(-c4ccc(C)cc4)c(C)c(C)n23)n(C)c1=O,i,0.11,68
COc1cccc(CCNC(=O)Cc2cc(-c3ccc(F)cc3F)on2)c1,i,0.058,35
COc1cccc2cc(C(=O)Nc3ccc4cn[nH]c4c3)oc12,i,0.12,68
O=C(CS(=O)(=O)Cc1ccccc1)Nc1nc2cc3c(cc2s1)OCO3,i,0.11,53
O=C(Nc1cccnc1)c1cc(-c2cccs2)n(C2CCS(=O)(=O)C2)n1 (configuration not stated),i,0.11,52
CC(=O)N1CCc2c(sc(NC(=O)/C=C/c3cccs3)c2-c2nc3ccccc3s2)C1,i,0.11,65
CCSc1nnc(NC(=O)Cn2cncc(C)c2=O)s1,i,0.094,68
CCOc1ccccc1C(=O)NCCOc1ccc2nnc(-c3ccccc3)n2n1,i,0.071,59
O=C(CCCS(=O)(=O)c1ccccc1)Nc1nc2c(ccc3ccccc32)s1,i,0.11,67
COc1cc(NC(=O)c2cc(Cl)ccc2[N+](=O)[O-])ccc1N1CCCCC1=O,i,0.11,63
CS(=O)(=O)c1ccc(CC(=O)Nc2c(C(N)=O)oc3ccccc23)cc1,i,0.091,54
CC(C)C(=O)Nc1ccc(SCC(=O)N2CCCc3ccccc32)nn1,i,0.087,63
Cc1ccc2c(CC(=O)Nc3cccc(Cl)c3C)cc(=O)oc2c1,i,0.08,68
Cn1c(=O)c2c(nc3n(CC(=O)OCc4ccccc4)c(-c4ccccc4)cn23)n(C)c1=O,i,0.14,63
FC(F)(F)CNCc1ccsc1,i,0.045,48
COc1ccc(Br)c(C(=O)N2CCC(c3cccs3)CC2)c1,i,0.082,81
COc1ccc(N2CC(C)Cn3c2nc2c3c(=O)n(CCc3ccccc3)c(=O)n2C)cc1 (configuration not stated),i,0.12,63
CC(C)CNc1oc(-c2ccc(S(=O)(=O)N(C)Cc3ccccc3)cc2)nc1C#N,i,0.13,80
CCn1ccnc1N1CCN(CC(=O)Nc2ccccc2C)CC1,i,0.024,27
COCC(C)(O)CNC(=O)c1cc2cccc(OC)c2o1 (configuration not stated),i,0.096,65
Cc1cc(-c2nnc(NC(=O)C3(c4ccccc4)CCOCC3)o2)nn1C(C)C,i,0.034,27
O=C(Oc1ccccc1)N1CCC(CNS(=O)(=O)c2ccccc2Br)CC1,i,0.1,57
COc1ccc(-c2ccc(N3CCC(C(=O)Nc4ccccc4C(N)=O)CC3)nn2)cc1,i,0.076,53
O=C(NCCN1CCOCC1)c1sc2cc(F)ccc2c1Cl,i,0.061,70
O=C(Nc1ccc([N+](=O)[O-])cc1)C(=O)N1CCN(c2ccc(F)cc2)CC1,+,0.1*,93*
# Continued:
SMILES,AMPAR-TARP mod,AMPAR-TARP mod agonism max-min,AMPAR-TARP mod glutamate slope
CC1=C(C(=O)OCC(C)C)C(c2cccs2)c2c(n(C)c(=O)n(C)c2=O)N1 (configuration not stated),i,0.13,55
CCc1nc2sc(C(c3ccccc3F)N3CCN(C(C)=O)CC3)c(O)n2n1 (configuration not stated),i,0.083,14
O=C1Cc2cc(NC(=O)Nc3ccc4c(c3)OCO4)ccc2N1,i,0.095,49
Cc1csc(C(=O)NC2CCCCC2N2C(=O)CSC2=O)c1 (configuration not stated),i,0.096,63
Cc1cccc(NC(=O)NCCNc2cc(-n3ccnc3C)ncn2)c1C,i,0.059,54
CCn1nccc1C(=O)Nc1ccc2c(c1)OCCO2,i,0.11,65
CNC(=O)c1nsc(C(=O)N2CCN(c3cccc(Cl)c3)CC2)c1N,i,0.082,62
COc1cc(OC)cc(C(=O)Nc2nnc(-c3cc(C)n(C)n3)o2)c1,+,0.15*,34*
COc1ccc(/C=C2\Oc3cc(OC(=O)c4ccco4)ccc3C2=O)cc1,i,0.12,61
CS(=O)(=O)c1ccc(CC(=O)N(Cc2ccccc2)c2nc3c(F)cc(F)cc3s2)cc1,i,0.053,47
COc1ccc(C(=O)Nc2sc3c(c2-c2nc4ccccc4s2)CCN(C(C)=O)C3)cc1,i,0.12,68
O=C(NCc1ccco1)C(=O)Nc1c2c(nn1-c1ccc(Cl)cc1)CS(=O)(=O)C2,i,0.065,79
O=C(Nn1cnc2c(cnn2-c2ccccc2)c1=O)c1cc(Br)ccc1Cl,i,0.06,67
COC(=O)N1CCC(CNS(=O)(=O)c2cc(OC)ccc2OC)CC1,i,0.069,62
O=C(c1cccs1)N(Cc1ccco1)c1nc2ccccc2s1,i,0.058,65
O=S(=O)(c1ccc(F)c(Cl)c1)N1CCN(c2ccc(-c3cccs3)nn2)CC1,i,0.045,32
Cc1cc(=O)n(CC(=O)Nc2cc(C(F)(F)F)ccc2Cl)cn1,i,0.043,49
CCn1ccnc1N1CCN(C(=O)c2cc(Cl)ccc2OC)CC1,i,0.061,61
Cc1ccc(NC(=O)C(=O)NCC2CCN(S(=O)(=O)C3CC3)CC2)cc1F,i,0.086,58
COc1ccc2nc(-c3cccc(NC(=O)c4c(OC)cccc4OC)c3)cn2n1,i,0.021,45
COc1cccc(N2CC(C(=O)NCC(C)(O)C3CC3)CC2=O)c1 (configuration not stated),i,0.1,65
Cc1csc(NC(=O)c2ccc(S(=O)(=O)NCc3cccs3)o2)n1,i,0.11,70
COc1ccc(Br)c(C(=O)N2CCC(c3nnc(-c4ccco4)s3)CC2)c1,i,0.068,63
Cc1noc(C)c1CCC(=O)N1CCC(c2nnc(-c3ccco3)s2)CC1,i,0.095,61
CCC(=O)c1ccc(OC(=O)Cc2ccc(OC)cc2)cc1,i,0.046,56
COc1ccc(NC(=O)c2ccc([N+](=O)[O-])cc2Cl)cc1N1CCCCC1=O,i,0.053,44
O=C(CCCNS(=O)(=O)c1ccc(Cl)cc1)N1CCN(c2ccccn2)CC1,i,0.098,61
O=C(Nc1ccc2c(c1)CN(C(=O)c1cccs1)CC2)C1CC(=O)N(c2ccc(Cl)cc2)C1 (configuration not stated),i,0.079,55
CN(C)CCNC(=O)C(=O)Nc1ccc([N+](=O)[O-])cc1,i,0.13,70
Cc1ccc(Cl)cc1-n1ncc2c1ncn1c(-c3cccnc3)nnc21,i,0.16,55
O=C(c1ccccc1Cl)N1CCN(c2ccc(-c3ccccn3)nn2)CC1,i,0.11,37
Cc1nn(C(C)(C)C)c(OC(=O)c2ccccc2Br)c1S(=O)(=O)c1ccccc1,+,0.095*,102*
CCOC(=O)Cc1csc(NS(=O)(=O)CCOc2ccc(CC)cc2)n1,i,0.18,27
O=C(NCCn1ncc2c(N3CCN(Cc4ccccc4)CC3)ncnc21)c1cccs1,i,0.053,67
